Bioassay records as filed in PubChem BioAssay.
HDAC3 inhib = HDAC3 deacetylase inhibitors, primary screen, biochemical, fluorescence, cell-free homogeneous. Histone deacetylase 3 (Homo sapiens), O15379. inhibition, % at 8.3 µM. 320,000 tested, 0.15% active. recombinant HDAC3, fluorogenic peptide/trypsin coupled; in the data active means inhibition above about 26%, passing the limit was not always enough
RGS4 pot = RGS4 potentiators or activators, primary screen, cell-based, HEK293 M3R inducible RGS4, calcium flux; 310,000 tested, 0.92% active; carbachol calcium flux Fluo4; hits give low values; B-score at 10 µM; AID 463111, 2010;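 active means B-score of the integrated calcium signal more than 4 SD below the library mean, with starting fluorescence not abnormally high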;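 further: negative B-score means reduced calcium response which marks RGS4 activation or potentiation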
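test system = M3R-expressing HEK293 line, RGS4 induced by doxycycline | probe or stimulus = carbachol at ECmax as muscarinic agonist stimulus | timing = dye loading 30 min 37 °C, buffer rest 30 min RT | signal = calcium dye Fluo4 fluorescence | evaluation = B score from integrated fluorescence ratio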
KCNQ1 block = inhibitors of human KCNQ1 channel, primary screen, cell-based, thallium flux, high-throughput; 310,000 tested, 1.3% active; B-score at 10 µM; CHO-K1 KCNQ1, FluxOR thallium flux fluorescence; hits give high values; Potassium voltage-gated channel subfamily KQT member 1 (Homo sapiens), P51787;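 active means compounds whose thallium flux B-score, printed positive for inhibition, exceeds three library SD while starting fluorescence stays within three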;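 further: channel opened by potassium depolarization with thallium stimulus after 20 min compound exposure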
Target sequence (P51787 whole entry, looked up): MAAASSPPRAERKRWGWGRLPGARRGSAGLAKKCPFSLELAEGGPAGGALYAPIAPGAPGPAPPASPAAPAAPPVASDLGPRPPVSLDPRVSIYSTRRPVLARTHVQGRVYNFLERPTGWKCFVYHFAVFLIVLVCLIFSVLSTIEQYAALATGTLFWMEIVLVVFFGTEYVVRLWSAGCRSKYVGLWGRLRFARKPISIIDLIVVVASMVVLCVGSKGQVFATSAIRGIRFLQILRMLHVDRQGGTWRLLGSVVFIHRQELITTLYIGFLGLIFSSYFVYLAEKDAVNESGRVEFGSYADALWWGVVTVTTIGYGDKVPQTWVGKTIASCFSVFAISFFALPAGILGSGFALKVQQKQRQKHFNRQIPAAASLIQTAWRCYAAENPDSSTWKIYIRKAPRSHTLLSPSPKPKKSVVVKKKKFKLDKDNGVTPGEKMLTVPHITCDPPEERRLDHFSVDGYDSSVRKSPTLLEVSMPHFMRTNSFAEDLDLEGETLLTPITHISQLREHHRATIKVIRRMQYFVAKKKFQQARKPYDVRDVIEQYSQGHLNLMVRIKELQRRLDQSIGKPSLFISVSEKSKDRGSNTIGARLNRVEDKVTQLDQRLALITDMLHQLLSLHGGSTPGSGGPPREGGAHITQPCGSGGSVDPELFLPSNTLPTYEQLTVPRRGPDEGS
ANO1 block = TMEM16A chloride channel inhibitors, primary screen, cell-based, HTS; HEK293 TMEM16A/YFP iodide influx fluorescence, ionomycin; normalized B-score (activity score, 25-100; higher = stronger inhibition) at 10 µM; 310,000 tested, 1.2% active;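 active means ratio plate-corrected score three or more library SD toward inhibition, starting fluorescence score within five deviations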;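 further: score derived from kinetic fluorescence span divided by baseline fluorescence per well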
KCNK9 inh = KCNK9 potassium channel inhibitors, primary screen, HEK293 cells, thallium flux | Potassium channel subfamily K member 9 (Homo sapiens), Q9NPC2 | FluxOR thallium flux fluorescence; hits give low values | B-score at 10 µM | 310,000 tested, 1.2% active | AID 488922, 2010;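 active means ratio B-score over 3 SD below the library mean, with starting fluorescence within 5 SD of its mean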;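 further: negative B-score means less thallium flux so channel inhibition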
Target sequence (Q9NPC2 whole entry, looked up): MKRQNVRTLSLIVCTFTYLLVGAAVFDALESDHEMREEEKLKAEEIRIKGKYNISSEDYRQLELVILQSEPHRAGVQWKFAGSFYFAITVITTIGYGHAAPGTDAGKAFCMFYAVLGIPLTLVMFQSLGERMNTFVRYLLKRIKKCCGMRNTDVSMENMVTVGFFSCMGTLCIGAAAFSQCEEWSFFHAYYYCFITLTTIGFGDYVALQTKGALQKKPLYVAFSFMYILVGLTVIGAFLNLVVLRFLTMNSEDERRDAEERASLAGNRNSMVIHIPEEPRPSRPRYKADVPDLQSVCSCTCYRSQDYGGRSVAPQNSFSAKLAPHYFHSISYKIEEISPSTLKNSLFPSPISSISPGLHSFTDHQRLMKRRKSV
SKKanGAS inh = S. pyogenes SKKanGAS growth inhibitors in kanamycin, primary screen, streptokinase expression inhibitor project, SKKanGAS strain, BacTiter-Glo luminescence; 300,000 tested, 1.3% active; AID 1662, 2009; inhibition, % at 7.5 µM; 6 h;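 active means mean replicate score, as percent of positive control median, at least 50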;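 further: strain carries kanamycin resistance gene driven by streptokinase promoter and grows in 40 µg/ml kanamycin; loss of luminescence reflects streptokinase promoter inhibition or plain growth inhibition; 0% = median of DMSO wells and 100% = positive control at its reference dose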
KCNK3 block = human KCNK3 channel inhibitors, primary screen, CHO cells, FluxOR thallium flux, B-score | FluxOR fluorescence; hits give low values | B-score at 10 µM | 340,000 tested, 0.84% active | AID 602410, 2012;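 active means B-score under library mean minus 4 SD, starting fluorescence ratio at most library mean plus 5 SD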;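 further: more negative B-score means stronger inhibition of thallium flux through KCNK3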
hERG rescue = hERG rescue from dofetilide block, primary screen, cell-based, CHO-hERG, FluxOR thallium flux, dofetilide IC70. AID 1511, 2009. activation (rescue from dofetilide block), less the hit threshold, % at 10 µM. dofetilide IC70 present. 310,000 tested, 0.51% active;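 active means activation above the mean of controls blocked by dofetilide plus 5 SD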;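 further: thallium influx through hERG after potassium depolarization seen as dye fluorescence rise; in these data hits start at about 4.7%; inactives centre near -7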
RGS4 block = RGS4 inhibitors, primary screen, cell-based, HEK293 M3R inducible RGS4, calcium flux. Regulator of G-protein signaling 4 (Homo sapiens), P49798. Fluo-4 calcium flux; hits give high values; triggered by carbachol at its EC20. B-score at 10 µM. 310,000 tested, 0.45% active. AID 463165, 2010;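 active means B-score, a plate-corrected calcium signal, over three deviations above library mean, with baseline fluorescence within five deviations of library mean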;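 further: RGS4 expression induced by doxycycline in cells with stable M3 receptor; B-score is computed from the integrated fluorescence ratio over baseline after carbachol; higher B-score means a larger calcium signal and so more RGS4 inhibition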
ANO1 activ = TMEM16A chloride channel activators or potentiators, primary screen, cell-based, HTS. Anoctamin-1 (Mus musculus), Q8BHY3. HEK293 TMEM16A/YFP-H148Q/I152L, iodide quench fluorescence; hits give low values. B-score at 10 µM. 340,000 tested, 0.3% active;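 active means fluorescence-ratio B-score plate-corrected deviation score at least 3 library SD below zero, with starting fluorescence score within 5 deviations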;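 further: channel opened by trigger with iodide after compound preincubation; score built on the fluorescence ratio of max minus min over baseline; more negative score means more quench and so TMEM16A activation or potentiation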
KCNQ1 act = potentiators or activators of KCNQ1 channel, primary screen, cell-based, thallium flux, high-throughput. CHO-K1 KCNQ1, thallium flux FluxOR fluorescence; hits give high values. B-score at 10 µM. 310,000 tested, 0.35% active. AID 2648, 2010;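 active means fluorescence ratio B-score, a plate-corrected score, at least three library SD, with initial intensity B-score within 5 SD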
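Medium – assay buffer, equal DMSO in all wells · Material – CHO-K1 cell line with stable KCNQ1 potassium channel expression · Signal – kinetic FluxOR thallium fluorescence, 10-s 1-Hz baseline, 110-s post-stimulus read · Compound – single concentration per compound, DMSO matched to controls · Schedule – 37 °C overnight plating, 90-min dark dye load, 20-min compound pretreatment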
* hit, by the source's call; i = inactive; x = no result given.

structure | HDAC3 inhib | RGS4 pot | KCNQ1 block | ANO1 block | KCNK9 inh | SKKanGAS inh | KCNK3 block | hERG rescue | RGS4 block | ANO1 activ | KCNQ1 act
Cn1c2ccccc2c2cnn(CC(=O)Nc3ccc(F)cc3F)c(=O)c21 | -4 | i | i | i | i | -6 | i | -6 | i | i | i
COc1ccc(CNC(=O)N2CCc3ccccc3C2)cc1Cl | 1 | i | i | i | i | -3 | i | -10 | i | i | i
CCNC(=O)COC(=O)c1cc(-c2ccc(OC)cc2)nc2ccccc12 | 1 | i | i | i | i | 4 | i | -2 | i | i | i
Cc1ccc(OCC(=O)c2ccc(Cl)s2)c([N+](=O)[O-])n1 | 3 | i | i | i | i | -7 | i | -18 | i | i | i
CCC(CC)=N/N=C/c1c(O)n(CC)c2cc(C3=NNC(=O)CC3)ccc12 | -2 | i | i | i | i | 10 | i | -5 | i | i | i
Cc1cc(=O)oc2c(C)c(OCC(=O)NCC3CCC(C(=O)O)CC3)ccc12 (stereo not given) | -4 | i | i | i | i | 5 | i | -6 | i | i | i
CC(=O)c1cccc(N(CC(=O)Nc2ccc(F)cc2)S(C)(=O)=O)c1 | 1 | i | i | i | i | 7 | i | -5 | i | i | i
COc1ccc(-c2noc(CN(C)C(=O)CCN3C(=O)[C@H]4CC=CC[C@H]4C3=O)n2)cc1 | 3 | i | i | i | i | -2 | i | -8 | i | i | i
OC(COc1ccccc1)CN1CCCCCC1 (stereo not given) | 4 | i | i | i | i | -4 | i | -11 | i | i | i
Cc1cccc(CSCC(=O)NCc2ccc(S(N)(=O)=O)cc2)c1 | 2 | i | i | i | i | -13 | i | 1 | i | i | i
Cc1nc(NC(=O)c2ccco2)sc1C(=O)Nc1ccc(Br)cc1 | 0 | i | i | i | i | 19 | i | -4 | i | i | i
Cc1ccc(-c2csc(NC(=O)CCNC(=O)c3ccccc3Cl)n2)cc1 | -4 | i | i | i | i | -6 | i | -3 | i | i | i
Cc1ccc(C)c(NC(=O)CSc2nc(C)cc(C)c2C#N)c1 | x | i | i | i | i | -1 | i | 0 | i | i | i
O=[N+]([O-])c1cccc(Cl)c1NCCNS(=O)(=O)c1ccccc1 | 4 | i | i | i | i | -1 | i | -10 | i | i | i
CCOc1ccc(NC(=O)c2sc3nc(N4CCOCC4)c4c(c3c2N)CCCC4)cc1 | 8 | i | i | i | i | 39 | i | -6 | i | i | i
CCOC(=O)C1=C(C)NC(=O)/C1=C\N(C)C | 2 | i | i | i | i | -6 | i | -7 | i | i | i
COC(=O)c1ccccc1SC1CC(=O)N(c2cccc(C)c2)C1=O (stereo not given) | 2 | i | i | i | i | 4 | i | -8 | i | i | i
COc1ccccc1C(=O)N/C(=C\c1ccc(Br)cc1)C(=O)NCCO | 7 | i | i | i | i | -22 | i | -11 | i | i | i
N#CC1(NC(=O)COC(=O)Cn2[nH]c(=O)c3ccccc3c2=O)CCCCC1 | -1 | i | i | i | i | 5 | i | -17 | i | i | i
Cc1cccc2cc3ccccc3nc12 | -4 | i | i | i | i | -11 | i | -11 | i | i | i

Already shown: an excerpt of the list.
structure | HDAC3 inhib | RGS4 pot | KCNQ1 block | ANO1 block | KCNK9 inh | SKKanGAS inh | KCNK3 block | hERG rescue | RGS4 block | ANO1 activ | KCNQ1 act
N#CC1(NC(=O)COC(=O)Cn2[nH]c(=O)c3ccccc3c2=O)CCCCC1 | -1 | i | i | i | i | 5 | i | -17 | i | i | i
Cc1cccc2cc3ccccc3nc12 | -4 | i | i | i | i | -11 | i | -11 | i | i | i

(more compounds)
structure | HDAC3 inhib | RGS4 pot | KCNQ1 block | ANO1 block | KCNK9 inh | SKKanGAS inh | KCNK3 block | hERG rescue | RGS4 block | ANO1 activ | KCNQ1 act
CCCc1nnc(NC(=O)CCC(=O)N2CCN(c3ccccn3)CC2)s1 | 6 | i | i | i | i | -1 | i | -5 | i | i | i
COc1ccc(CCNC(=O)CC2SC(=NCCC(C)C)NC2=O)cc1OC (stereo not given) | 0 | i | i | i | i | -6 | i | -11 | i | i | i
Cc1ccc(S(=O)(=O)Cn2nnnc2C(CC(C)C)N2CCN(C(=O)c3ccco3)CC2)cc1 (stereo not given) | 0 | i | i | i | i | 3 | i | -4 | i | i | i
CCN1CCc2c(OCC(=O)Nc3cccc(C)c3)cccc2C1=O | -2 | i | i | i | i | 0 | i | -8 | i | i | i
Cc1ccc(NC(=O)CSc2nn(-c3ccc(Cl)cc3)c(=S)s2)cc1S(=O)(=O)N(C)C | -5 | i | 6* | 100* | i | 25 | i | -11 | i | i | i
O=C(c1ccc(Cn2ccc([N+](=O)[O-])n2)cc1)N1CCN(Cc2ccccc2)CC1 | 1 | i | i | i | i | 3 | i | -7 | i | i | i
Cc1cccc(NC(=O)CNC(=O)c2cccc(-n3cccc3)c2)c1C | 3 | i | i | i | i | 1 | i | -6 | i | i | i
O=c1c2ccccc2nc2oc3ccccc3n12 | 5 | i | i | i | i | -6 | i | -4 | i | i | i
COc1ccc(CNC(=O)Cn2c(=O)n(CC(=O)N3CCCCC3)c(=O)c3sccc32)cc1 | -1 | i | i | i | i | -5 | i | -12 | i | i | i
O=C(CSc1ncn[nH]1)c1cc2ccccc2o1 | 11 | i | i | i | i | 15 | i | -4 | i | i | i
O=C(O)Cn1c(COc2ccc(Cl)cc2)nc2ccccc21 | -4 | i | i | i | i | 6 | i | -7 | i | i | i
CC(=O)N1CCN(C(=O)COc2ccc3oc4c(c3c2)CCCC4)CC1 | 6 | i | i | i | i | 4 | i | -12 | i | i | i
Cc1c(NS(=O)(=O)N2CCCC2)c(=O)n(-c2ccccc2)n1C | 0 | i | i | i | i | 7 | i | -12 | i | i | i
Cc1ccc(Cn2ccc(NC(=O)c3cc(-c4ccc5c(c4)OCO5)on3)n2)cc1 | x | i | i | x | i | -7 | i | -2 | i | i | i
N#C/C(=C/c1ccc(Sc2nc3ccccc3[nH]2)o1)c1cccc(Br)c1 | 12 | i | i | i | i | 5 | -10* | -9 | i | i | i
COc1ccc(C)cc1NC(=S)N1CCOCC1 | -4 | i | i | i | i | 1 | i | -14 | i | i | i
CCN(CC)S(=O)(=O)c1ccc(N2CCOCC2)c(NC(=O)c2ccc(F)cc2)c1 | 9 | i | i | i | i | -2 | i | -10 | i | i | i
CC(=O)Nc1ccc(NC(=O)Cc2ccc(F)cc2)cc1 | -11 | i | i | i | i | -5 | x | -6 | i | x | i
COC(=O)c1cccc(S(=O)(=O)N2CCC(c3nc4ccccc4o3)CC2)c1 | 10 | i | i | i | i | 2 | i | -3 | i | i | i
COc1ccc(/C=N/n2cnnc2SCc2ccccc2)cc1 | 8 | i | i | i | i | -6 | i | -7 | i | i | i
CC1=C(C(=O)OCC(C)C)C(c2ccc(F)cc2)NC(=O)N1 (stereo not given) | -6 | i | i | i | i | -5 | i | -8 | i | i | i
CC1(C)CC(=O)C=C(NCC(O)c2ccccc2)C1 (stereo not given) | 1 | i | i | i | i | 1 | i | -3 | i | i | i
CCOc1ccc(N=Nc2c(C)noc2C)cc1 | 3 | i | i | i | i | x | i | -6 | i | i | i
CCn1nc(NS(=O)(=O)c2ccc(C)cc2)c2cc3ccccc3nc21 | 8 | i | i | i | i | 5 | i | -11 | i | i | i
CCN(CC)c1ccc(NC(=O)c2cnn(CC)c2)cc1 | -3 | i | i | i | i | 0 | i | -7 | i | i | i
Cc1ccc(NC(=O)N2CCCCC2)cc1NC(=O)N1CCCCC1 | -8 | i | i | i | i | -2 | i | -3 | i | i | i
CC1=CCC(C(C)(C)NC(=O)c2ccccc2)C/C1=N\O (stereo not given) | 1 | i | i | i | i | -8 | i | -7 | i | i | i
CCOC(=O)c1c(C)c(C(=O)NCCc2ccc(S(N)(=O)=O)cc2)c(C)n1CC | 0 | i | i | i | i | 5 | i | -5 | i | i | i
Cc1ccc(NC(=O)N2CCC(C(=O)NCC(C)C)CC2)cc1 | 4 | i | i | i | i | -4 | i | -4 | i | i | i
O=S(=O)(NCCNS(=O)(=O)c1ccccc1)c1ccccc1 | 3 | i | i | i | i | -6 | i | -11 | i | i | i
CCn1cc(C(=O)NCCO)c(=O)c2cc(F)c(N3CCN(C)CC3)cc21 | -28 | i | i | i | i | 1 | i | -1 | i | i | i
CCN(CC)CCNC(=O)CCCCn1c(=S)[nH]c2c([nH]c3ccc(OC)cc32)c1=O | x | i | i | i | i | 4 | i | -10 | i | i | i
CCS(=O)(=O)N1CCC(C(=O)NCc2cccs2)CC1 | 3 | i | i | i | i | 0 | i | -4 | i | i | i
COc1cc(/C=C2/SC(=S)N(CCC(=O)Nc3ccc(C(=O)O)cc3)C2=O)cc(OC)c1OC | 2 | i | i | i | i | 32 | i | -8 | i | i | i
COc1cccc(-c2c(C(=O)N/N=C(\C)c3cccs3)nnn2-c2nonc2N)c1 | 0 | i | i | i | i | -1 | i | -6 | i | i | i
O=C(CSCc1cccc(F)c1)NCc1ccccc1 | -2 | i | i | i | i | 11 | i | -13 | i | i | i
CCCn1c(C)cc(C(=O)CN2C(=O)c3ccccc3C2=O)c1C | -1 | i | i | i | i | -9 | i | -13 | i | i | i
CCOC(=O)C(C)Sc1nc(-c2ccccc2)nc2ccc(F)cc12 (stereo not given) | -6 | i | i | i | i | 33 | i | -14 | i | i | i
CCCCCc1cc(=O)oc2c(C(CCN(CC)CC)c3cc(OC)c(OC)c(OC)c3)c(OC)cc(OC)c12 (stereo not given) | -3 | i | i | i | i | 9 | i | -16 | i | i | i
Cc1c(C)c2ccc(OCC(=O)NCCN3CCOCC3)cc2oc1=O | -36 | i | i | i | i | -2 | i | -5 | i | i | i
O=C(O)/C=C\c1cn(-c2ccccc2)nc1-c1cc2ccccc2o1 | -37 | i | i | i | i | 37 | i | -21 | i | i | i
Cc1cc(NC(=O)/C(C#N)=C/c2ccco2)n(-c2ccccc2)n1 | 7 | i | i | i | i | 6 | i | -2 | i | i | i
